FN deposition inh = fibronectin deposition inhibition | inhibition, % at 12.6 µM | AH1F fibroblasts, Alexa488-fibronectin deposition fluorescence, overnight | actives 0.086% (n = 350,000);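 active = mean inhibition across replicates of 30% or more, regardless of how many single replicates reach that level; inconclusive = mean under 30% yet at least half of replicates reach 30%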;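 also: positive control wells lacked labelled fibronectin entirely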
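Material – AH1F fibroblast monolayer, labelled fibronectin deposition · Reagent – labelled fibronectin 24 nM · Timing – 1 h adhesion, overnight exposure · Measured by – fluorescence at 485 nm excitation, 525 nm emission · Read-out – inhibition of fibronectin deposition signal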
PGC1a acetyl inh = modulators of PGC1a acetylation; U2OS PGC1a acetylation, AlphaScreen anti-acetyl-lysine; with virally co-expressed GCN5 acetyltransferase; inhibition, % at 15.6 µM; actives 0.17% (n = 350,000); AID 651687;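 active = every replicate shows inhibition of at least 40%; inconclusive = mean inhibition at least 40% but some replicate below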;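 also: 0% = neutral control wells and 100% = positive control wells; some results beyond the cut were filed as inactive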
EWS-Fli block = blocks EWS/Fli oncoprotein-driven transcription | A673 NR0B1-luciferase reporter, viability-normalised | inhibition, % at 12.6 µM | actives 0.67% (n = 350,000) | AID 651661;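 active = mean inhibition of at least 50% after viability correction, with every replicate also passing that limit; inconclusive = mean reaches 50% but only one of two replicates passes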;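 also: firefly luciferase signal divided by Alamar Blue viability fluorescence both relative to DMSO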
LGR2 antag = inhibitors of bursicon-induced Drosophila LGR2 receptor cAMP signaling | HEK293 LGR2, CRE-luciferase, bursicon-stimulated, 4 h | inhibition, % at 9.99 µM | actives 0.35% (n = 380,000) | AID 720647;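 active = drop in luminescence signal, shown as inhibition above about 50% in the replicate tests, limit read from the data, passing the limit was not always enough; inconclusive = probably only some replicates passing the limit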;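 also: agonist challenge used bursicon conditioned medium at about half maximal strength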
ERAP1 inh = inhibitors of human ERAP1 aminopeptidase; Q9NZ08; recombinant ERAP1, Leu-AMC fluorescence, 60 min; inhibition, % at 10.7 µM; actives 0.15% (n = 340,000); AID 652197;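 active = mean replicate inhibition of at least 30%, or all replicates individually reaching that 30% level; inactive = mean below 30% and not every replicate reaching it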;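 also: 0% = neutral control wells and 100% = L-leucinethiol positive control wells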
Target sequence (Q9NZ08 whole entry, looked up): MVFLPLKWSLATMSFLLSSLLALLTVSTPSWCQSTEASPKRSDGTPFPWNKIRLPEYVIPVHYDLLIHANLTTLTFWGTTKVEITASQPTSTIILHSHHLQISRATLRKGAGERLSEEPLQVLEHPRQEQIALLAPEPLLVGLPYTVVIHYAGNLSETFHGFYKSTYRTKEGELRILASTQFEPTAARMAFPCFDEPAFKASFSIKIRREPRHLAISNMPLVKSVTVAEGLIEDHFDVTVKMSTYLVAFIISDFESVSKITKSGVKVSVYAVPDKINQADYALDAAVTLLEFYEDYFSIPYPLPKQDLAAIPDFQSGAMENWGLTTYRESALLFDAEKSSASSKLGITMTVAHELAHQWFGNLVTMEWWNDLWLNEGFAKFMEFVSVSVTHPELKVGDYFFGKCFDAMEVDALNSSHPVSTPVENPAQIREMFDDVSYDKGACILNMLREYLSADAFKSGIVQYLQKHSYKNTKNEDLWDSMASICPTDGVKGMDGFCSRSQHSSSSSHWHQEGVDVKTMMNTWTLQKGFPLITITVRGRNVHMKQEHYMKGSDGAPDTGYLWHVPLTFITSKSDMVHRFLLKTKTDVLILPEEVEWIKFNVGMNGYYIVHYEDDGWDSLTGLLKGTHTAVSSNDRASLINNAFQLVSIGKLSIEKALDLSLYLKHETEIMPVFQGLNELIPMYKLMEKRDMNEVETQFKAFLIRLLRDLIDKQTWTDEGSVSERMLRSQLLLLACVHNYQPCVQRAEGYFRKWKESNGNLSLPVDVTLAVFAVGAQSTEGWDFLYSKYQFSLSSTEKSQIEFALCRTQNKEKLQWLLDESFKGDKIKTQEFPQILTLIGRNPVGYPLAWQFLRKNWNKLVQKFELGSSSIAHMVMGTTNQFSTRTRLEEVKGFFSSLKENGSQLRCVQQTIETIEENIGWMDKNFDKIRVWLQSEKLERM
PglD inh = PglD (C. jejuni) enzyme inhibition; inhibition, % at 12.5 µM; actives 0.098% (n = 360,000); AID 602405; purified PglD enzyme, DTNB colorimetric CoA detection; in the data active = inhibition above about 16%, passing the limit was not always enough; inconclusive = no clear call, values can overlap the other calls; also: strong numbers were not always called active
PAX8 reporter = inhibitors of PAX8 transcriptional activity in RMG-I cells; RMG-I TPO-luciferase reporter, SteadyGlo, 24 h; inhibition, % at 12.6 µM; actives 1.2% (n = 360,000); AID 652154;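 active = mean replicate inhibition at least 60% with every replicate also reaching 60%; inconclusive = only one of the two criteria is met; inactive = mean below 60% and not all replicates reaching 60%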;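 also: luciferase light reporting Pax8 driven TPO promoter activity; plate controls were median of neutral control wells for no effect and mitoxantrone controls for full effect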
S100A4 inh HTS = blocks human S100A4 binding to myosin IIA peptide; inhibition, % at 10.7 µM; S100A4/TAMRA-MyoIIA peptide fluorescence polarization; actives 0.14% (n = 360,000); P26447;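 active = mean inhibition of at least 70% across replicates, with every replicate also reaching that level; inconclusive = mean inhibition reaches 70% but some replicates fall short; inactive = mean inhibition below 70%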
Target sequence (P26447 whole entry, looked up): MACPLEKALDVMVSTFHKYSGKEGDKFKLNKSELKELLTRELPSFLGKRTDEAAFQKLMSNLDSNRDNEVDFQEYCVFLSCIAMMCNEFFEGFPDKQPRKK
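Material: human S100A4 monomer with TAMRA-labelled myosin IIA peptide; buffer or medium: HEPES pH 7.2 with CaCl2, KCl, NaCl, DTT, Triton; compound dosing: one concentration per compound; schedule: 5 min incubation before reading; benchmarks: neutral control DMSO, positive control TFP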
Active calls of the source: *; ? = inconclusive; · = no result given. No enrichment for hits; overall some 2.1% were active at least once.

cpd	canonical_smiles	EWS-Fli block	PAX8 reporter	LGR2 antag	PGC1a acetyl inh	ERAP1 inh	FN deposition inh	S100A4 inh HTS	PglD inh
1	COC(=O)C[C@@H]1C=C[C@H](NC(=O)c2ccccc2)[C@H](CO)O1	-4	-4	18	4	1	·	5	1
2	COCCn1c(=O)[nH]c2cc(C(=O)N3CCN(c4cccc(C(F)(F)F)c4)CC3)ccc2c1=O	12	21	16	·	-2	2	-17	1
3	Cc1ccccc1C1NC(c2ccccc2C)C([N+](=O)[O-])C(C)(C)C1[N+](=O)[O-] (stereo unspecified)	6	4	·	-25	·	-4	-3	2
4	COc1ccccc1NC(=O)COC(=O)C1CC(=O)N(c2ccc3c(c2)OCCO3)C1 (stereo unspecified)	14	3	-8	·	5	5	9	4
5	CN1C(=O)c2cc(NC(=O)c3ccc(C(F)(F)F)cc3)ccc2OC[C@@H]2O[C@@H](CC(=O)NCc3ccc4c(c3)OCO4)CC[C@H]21	-5	41	-2	3	·	-11	6	-2
6	CCn1ccnc1CN1CCc2c([nH]c3ccccc23)C1CC(C)C (stereo unspecified)	21	21	-9	0	1	5	-2	·
7	CCOc1ccc(/C=N/OCC(=O)NC(c2ccccc2)c2ccccc2)cc1	·	13	27	-4	·	3	·	-5
8	C/C=C/c1ccc2c(c1)O[C@H](CN(C)Cc1cncnc1)[C@@H](C)CN([C@H](C)CO)S2(=O)=O	7	·	-19	-9	·	-4	4	0
9	COc1cc(-c2nc3cnccn3c2Nc2ccc(C(C)C)cc2)ccc1O	30	·	-9	-6	3	·	0	-1
10	CCNS(=O)(=O)c1ccc(CCC(=O)N2CCC(C)CC2)cc1	4	7	4	11	-5	11	0	-4
11	COC(=O)c1c(-c2ccccc2)c[nH]c1C	-81	-72	-76	·	1	-4	-17	·
12	C[C@H](CO)N1C[C@H](C)[C@@H](CN(C)C(=O)Nc2ccc3c(c2)OCO3)OCCCC[C@H](C)Oc2ccc(NS(=O)(=O)c3cccs3)cc2C1=O	-7	3	0	-6	-1	·	-9	0
13	CCN(CC)CCNC(=O)c1ccc(Sc2ccc(C)cc2)c(NC(C)=O)c1	6	-6	-8	1	2	·	8	·
14	CCCCOc1ccc2ccccc2c1C=O	·	-65	·	12	·	-1	·	-3
15	COc1ccc(N2CCN(C(=O)/C=C/[C@H]3O[C@@H](n4ccc(=O)[nH]c4=O)[C@H](O)[C@@H]3O)CC2)cc1	-5	-3	-10	13	-2	5	-4	2
16	Cc1cc(C)cc(OCC(=O)N2CCN(c3ncccn3)CC2)c1	4	5	0	·	2	-5	-1	-5
17	O=C1CC(C(=O)NCc2ccccc2)N=C(N2CCCCC2)N1 (stereo unspecified)	·	6	·	8	·	7	·	-8
18	Cc1cccc(C)c1NC(=O)C1c2ccccc2OCC(=O)N1CCc1ccccc1 (stereo unspecified)	2	15	0	·	4	1	-4	·
19	CNC[C@H]1OCCCC[C@@H](C)Oc2ccc(NS(C)(=O)=O)cc2C(=O)N([C@@H](C)CO)C[C@@H]1C	2	-11	-15	14	6	·	-33	0
20	CCS(=O)(=O)Nc1ccc2c(c1)C(=O)N(C)C[C@@H](OC)[C@@H](C)CN(C(C)=O)[C@@H](C)CO2	7	·	-14	2	4	7	7	0
21	CC(C)(C)OC(=O)NCCC(=O)N/N=C/c1ccc2nccnc2c1	1	10	-2	-2	-1	-11	-2	-5
22	CCCOC(=O)c1ccc(NC(=O)C(=O)NCC2CCCO2)cc1 (stereo unspecified)	7	1	-17	0	-3	1	30	-15
23	CC(=O)Nc1cccc(-c2nnc(SCc3ccccc3C#N)n2C)c1	·	·	23	5	0	1	52	4
24	CCOc1ccc(NC(=O)COC(=O)c2cc(S(=O)(=O)N3CCCC3)ccc2C)cc1	0	-1	12	-2	-2	8	1	2
25	C[C@H](O)C#Cc1cnc2c(c1)C(=O)N([C@@H](C)CO)C[C@H](C)[C@@H](CN(C)Cc1cccc(F)c1)O2	-6	·	-3	-1	-4	-1	-3	8
26	CC(=O)c1ccc(NS(=O)(=O)c2ccc([N+](=O)[O-])cc2)cc1	-6	·	19	-1	3	4	0	1
27	NC(=S)NN=C(c1ccccc1)c1ccccc1	8	5	8	-5	-2	-13	-2	-4
28	COc1ccc(NC(=O)NC(C)c2ccc3c(c2)OCO3)c(OC)c1 (stereo unspecified)	2	-3	-7	·	0	-5	-1	6
29	O=C(Nc1ccc(F)cc1)N1CCCCN2[C@@H](CO)[C@H](c3ccc(C4=CCCCC4)cc3)[C@@H]2C1	52*	54	-5	-1	-7	3	8	-1
30	C[C@@H]1CN([C@H](C)CO)C(=O)Cc2cc(NC(=O)Cc3cn(C)c4ccccc34)ccc2O[C@H]1CN(C)C	-7	-4	10	1	0	0	12	3

In the list so far, 11 contain nitrogen in an aromatic ring:
cpd	canonical_smiles	EWS-Fli block	PAX8 reporter	LGR2 antag	PGC1a acetyl inh	ERAP1 inh	FN deposition inh	S100A4 inh HTS	PglD inh
2	COCCn1c(=O)[nH]c2cc(C(=O)N3CCN(c4cccc(C(F)(F)F)c4)CC3)ccc2c1=O	12	21	16	·	-2	2	-17	1
6	CCn1ccnc1CN1CCc2c([nH]c3ccccc23)C1CC(C)C (stereo unspecified)	21	21	-9	0	1	5	-2	·
8	C/C=C/c1ccc2c(c1)O[C@H](CN(C)Cc1cncnc1)[C@@H](C)CN([C@H](C)CO)S2(=O)=O	7	·	-19	-9	·	-4	4	0
9	COc1cc(-c2nc3cnccn3c2Nc2ccc(C(C)C)cc2)ccc1O	30	·	-9	-6	3	·	0	-1
11	COC(=O)c1c(-c2ccccc2)c[nH]c1C	-81	-72	-76	·	1	-4	-17	·
15	COc1ccc(N2CCN(C(=O)/C=C/[C@H]3O[C@@H](n4ccc(=O)[nH]c4=O)[C@H](O)[C@@H]3O)CC2)cc1	-5	-3	-10	13	-2	5	-4	2
16	Cc1cc(C)cc(OCC(=O)N2CCN(c3ncccn3)CC2)c1	4	5	0	·	2	-5	-1	-5
21	CC(C)(C)OC(=O)NCCC(=O)N/N=C/c1ccc2nccnc2c1	1	10	-2	-2	-1	-11	-2	-5
23	CC(=O)Nc1cccc(-c2nnc(SCc3ccccc3C#N)n2C)c1	·	·	23	5	0	1	52	4
25	C[C@H](O)C#Cc1cnc2c(c1)C(=O)N([C@@H](C)CO)C[C@H](C)[C@@H](CN(C)Cc1cccc(F)c1)O2	-6	·	-3	-1	-4	-1	-3	8
30	C[C@@H]1CN([C@H](C)CO)C(=O)Cc2cc(NC(=O)Cc3cn(C)c4ccccc34)ccc2O[C@H]1CN(C)C	-7	-4	10	1	0	0	12	3

New compounds follow.
cpd	canonical_smiles	EWS-Fli block	PAX8 reporter	LGR2 antag	PGC1a acetyl inh	ERAP1 inh	FN deposition inh	S100A4 inh HTS	PglD inh
31	COc1ccc(N(CC(=O)N/N=C/c2ccc(N(C)C)cc2)S(=O)(=O)c2ccccc2)cc1	12	15	4	-7	1	-2	0	6
32	CO[C@@H]1CN(C)C(=O)c2ccc(NS(C)(=O)=O)cc2OC[C@H](C)N(Cc2ccccn2)C[C@@H]1C	7	-10	11	-10	·	-13	·	-5
33	COc1ccccc1NC(=O)N1CCCCN2[C@@H](CO)[C@H](c3ccc(-c4cccc(F)c4)cc3)[C@@H]2C1	0	27	76*	-29	1	·	11	6
34	CCN(C(=S)NC(=O)c1ccco1)c1cccc2ccccc12	17	52	8	4	3	5	-17	5
35	NS(=O)(=O)c1ccc(NC(=O)C2(c3ccccc3)CCCC2)cc1	6	5	26	6	-3	2	2	·
36	O=C(NC1CCN(Cc2ccccc2)CC1)c1ccccc1NS(=O)(=O)c1ccc(F)cc1	0	8	-4	6	-1	8	-1	1
37	CO[C@@H]1CN(C)C(=O)c2cc(NC(C)=O)ccc2OC[C@H](C)N(Cc2ccccn2)C[C@H]1C	1	·	4	-6	-2	-21	13	-3
38	O=C(N/N=C\C=C\c1ccc2c(c1)OCO2)c1cccnc1	-5	-10	-26	·	-2	1	-4	5
39	CC(C(=O)NCC1(c2ccccc2)CCOCC1)N1CCOCC1 (stereo unspecified)	-15	-5	-9	-2	0	-1	-4	·
40	Cc1cc(/C=C(\C#N)C(=O)Nc2ccccc2)c(C)n1-c1ccc2c(c1)OCO2	-11	·	-14	-7	0	·	-2	-5
41	COc1ccc(N(C(=O)C2COc3ccccc3O2)C(C(=O)NC2CCCCC2)c2ccccc2)cc1OC (stereo unspecified)	·	33	5	-7	·	-12	·	5
42	CCn1c(SCC(=O)N2CCOCC2)nc2c([nH]c3ccccc32)c1=O	20	33	-1	·	2	·	-4	-1
43	Cc1cccc(C(=O)NCC(=O)N2CCN(c3ccccn3)CC2)c1	-18	-18	·	0	-1	-11	4	-3
44	O=C(NCc1csc2ccc(Cl)cc12)Nc1cccc2ccccc12	-1	19	-1	·	-1	8	2	·
45	COC(=O)c1sccc1NC(=O)Nc1cccc(C(C)=O)c1	0	-1	19	·	2	-5	-7	·
46	Cc1ccc(C2=C/C(=C/c3cccnc3)C(=O)O2)c(C)c1	10	-6	·	·	0	-1	1	·
47	Cn1c(CNC(=O)OC(C)(C)C)nnc1SCc1c(Cl)cccc1Cl	2	5	5	-13	3	-9	-6	1
48	CC(O)(c1cccnc1)c1nc(-c2cccc(F)c2)cs1 (stereo unspecified)	3	-1	-2	-3	2	1	3	1
49	CO[C@H]1CN(C)C(=O)c2ccc(NC(=O)c3ccccc3F)cc2OC[C@@H](C)NC[C@@H]1C	-2	2	-3	-5	-1	8	-8	1
50	CC(C)Cn1cnc2c1c(=O)n(CC(=O)NN)c(=O)n2Cc1ccccc1	10	19	9	·	-1	-5	-1	·
51	CCC(=O)N1CCc2cc(S(=O)(=O)CCC(=O)Nc3ccc(CC)cc3)ccc21	·	15	·	-3	·	9	·	6
52	COc1ccc(CC(N)c2csc(Nc3nc(C)cnc3C)n2)cc1 (stereo unspecified)	10	-1	-3	·	0	8	-1	-1
53	C[C@H]1CN([C@@H](C)CO)C(=O)Cc2cc(NS(C)(=O)=O)ccc2O[C@H]1CN(C)Cc1ccc(C(=O)O)cc1	-2	-1	10	0	0	·	58	-2
54	CCn1c(SCC(=O)Nc2ccc(OC)cc2OC)nc2nc3c(cc2c1=O)COC(C)(C)C3	-7	5	·	21	·	4	2	6
55	Cc1nc2scc(-c3ccc(Cl)cc3)c2c(=O)n1N	-2	6	10	·	1	-2	9	·
56	O=C(COC(=O)C1=COCCO1)NCc1ccc(Cl)cc1Cl	11	-16	-1	10	-2	9	23	1
57	CC1Cc2ccccc2N1C(=O)Cn1cnc2ccccc21 (stereo unspecified)	-4	-5	0	-7	5	6	-5	·
58	CCN(CC)CCNc1nc(-c2ccc(OC)cc2)c(-c2ccc(OC)cc2)s1	12	25	9	?	-1	-3	4	·
59	Cc1cc(C)cc(C(=O)NC(=S)Nc2ccc3c(c2)OCCO3)c1	-96	-39	-44	·	2	-1	1	·

Screening data: PubChem, Broad Institute
